Pf Dd2 inh – inhibitors of Plasmodium falciparum Dd2 growth. P. falciparum Dd2 growth, SYBR Green, 72 h; hits give low values. activity change, % at 10 µM. 2.3% of 94,000 active; in the data active = activity change below about -80%; inconclusive = no clear call, values can overlap the other calls
C diff HTS – blocks growth of Clostridium difficile; 0.25% of 86,000 active; growth activity, negative = inhibition, % at 16 µg/mL (by protocol); AID 1259249; Clostridium difficile clinical isolate growth, OD600, 24 h; hits give low values;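 active = mean growth activity at or below -80% and every replicate also at or below -80%; inconclusive = mean at or below -80% but some replicate above -80%; inactive = mean growth activity above -80%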;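 note: 0% = DMSO wells and -100% = levofloxacin 16 µg/mL wells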
Tcruzi prolif – inhibitors of T. cruzi proliferation | T. cruzi beta-gal in NIH3T3, GalScreen luminescence, 90 h | inhibition, % at 8.34 µM | 5.9% of 77,000 active | AID 624255;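 active = mean inhibition above about 93%, with at least 55% of replicates each passing it, limit read from the data, passing the limit was not always enough; inconclusive = only one of those two conditions holds; inactive = neither condition holds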
KDM4C inh – inhibitors of human demethylase GASC-1 KDM4C. inhibition, % at 12.5 µM. 0.15% of 96,000 active. Q9H3R0. GST-KDM4C 2-372, H3K9me3 peptide, LANCE TR-FRET. AID 720574;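 active = mean replicate inhibition above about 25%, with at least 55% of replicates also reaching it, limit read from the data, passing the limit was not always enough; inconclusive = only one of those two conditions met; inactive = neither condition met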
Target sequence (Q9H3R0 2-372 limits assumed): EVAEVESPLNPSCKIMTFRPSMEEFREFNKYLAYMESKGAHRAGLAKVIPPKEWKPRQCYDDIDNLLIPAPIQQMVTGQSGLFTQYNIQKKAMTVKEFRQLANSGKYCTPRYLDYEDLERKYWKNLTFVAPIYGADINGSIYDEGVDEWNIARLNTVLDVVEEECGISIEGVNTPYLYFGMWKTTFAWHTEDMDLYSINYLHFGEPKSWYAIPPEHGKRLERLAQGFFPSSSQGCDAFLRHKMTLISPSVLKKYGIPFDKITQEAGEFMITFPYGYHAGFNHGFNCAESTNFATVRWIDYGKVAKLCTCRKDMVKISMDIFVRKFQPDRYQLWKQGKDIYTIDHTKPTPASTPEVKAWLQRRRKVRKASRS
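Material: GST-tagged GASC-1 (JMJD2C) catalytic fragment, aa 2-372 / Quantity: enzyme final amount 10 nM / Medium: HEPES buffer, pH 7.5, plus ascorbate / Doses: one test concentration per compound / Incubation: 30 min reaction, 60 min detection, RT / Measured by: LANCE TR-FRET / Read-out: inhibition from TR-FRET ratio decrease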
Active calls of the source: *; ? = inconclusive; . = not tested or not shown; & = joins results of further samples.

Values run as follows: Pf Dd2 inh | C diff HTS | Tcruzi prolif | KDM4C inh
- O=C(C1CCC1)N1CCCCN2[C@H](CO)[C@@H](c3ccc(-c4cccc(F)c4)cc3)[C@@H]2C1
    19 | 13 | 77 | .
- Cc1cc(C(=O)Nc2cccc3c2O[C@@H](CN(C)C(=O)Nc2ccc4c(c2)OCO4)[C@@H](C)CN([C@@H](C)CO)C3=O)n(C)n1
    -24 | . | -173 | -0.7
- COc1ccc(NC(=O)Nc2ccc3c(c2)C(=O)N([C@H](C)CO)C[C@@H](C)[C@H](CN(C)S(C)(=O)=O)OCCCC[C@@H](C)O3)cc1
    -7 | 14 | 19 | 2.3
- CCCNC(=O)N(C)C[C@@H]1Oc2ncc(C#CCc3ccccc3)cc2C(=O)N([C@@H](C)CO)C[C@@H]1C
    -46 | -5 | . | 7.4
- CN1c2ccc(-c3cccc(C#N)c3)cc2[C@H]2[C@H](CCN2C(=O)CN2CCOCC2)[C@H]1CO
    -26 | -9 | ? | -0.6
- C[C@H](CO)N1C[C@H](C)[C@H](CN(C)S(=O)(=O)c2ccccc2)Oc2c(NC(=O)Nc3cccc4ccccc34)cccc2C1=O
    3 | -21 | . | 1.6
- COC(=O)C[C@H]1CC[C@@H]2[C@H](COc3ccc(NC(=O)Cc4cccs4)cc3C(=O)N2C)O1
    . | -3 | -98 | -1.3
- O=C(C[C@@H]1CC[C@H]2[C@@H](COC[C@@H](O)CN2C(=O)c2cnccn2)O1)N1CCN(c2ccccc2)CC1
    7 | -5&-5 | 14 | 0.7
- Cc1ccccc1-c1ccc([C@@H]2[C@H]3CN(C(=O)c4ccncc4)CC(=O)N3[C@H]2CO)cc1
    -75 | -8 | . | -0.3
- COCC(=O)N1C[C@@H](C)[C@@H](OC)CN(C)C(=O)c2ccc(NC(=O)c3cc(C)on3)cc2OC[C@@H]1C
    -4 | . | 13 | 1.5
- CCC(=O)Nc1ccc2c(c1)C(=O)N(C)[C@H]1CC[C@@H](CC(=O)NCc3ccc(OC)cc3)O[C@H]1CO2
    -20 | 0 | 10 | -0.3
- CO[C@@H]1CN(C)C(=O)c2ccc(NC(=O)NC(C)C)cc2OC[C@@H](C)N(CCC(F)(F)F)C[C@H]1C
    -53 | . | -24 | -0.6
- COCC(=O)Nc1ccc2c(c1)C(=O)N(C)C[C@@H](OC)[C@H](C)CN(C(=O)c1ccccc1F)[C@H](C)CO2
    -4 | . | 0 | 0.0
- CC(C)C#Cc1ccc2c(c1)O[C@H](CN(C)Cc1ccccn1)[C@@H](C)CN([C@H](C)CO)S2(=O)=O
    -72 | 29 | ? | .
- C[C@H](CO)N1C[C@H](C)[C@@H](CN(C)S(C)(=O)=O)OCCCC[C@H](C)Oc2ccc(N(C)C)cc2C1=O
    -7 | 3 | 28 | 13

Other results:
Values run as follows: Pf Dd2 inh | C diff HTS | Tcruzi prolif | KDM4C inh
- C[C@H]1CN([C@@H](C)CO)C(=O)Cc2cc(NC(=O)CCCN(C)C)ccc2O[C@@H]1CN(C)C(=O)NC1CCCCC1
    2 | 1 | 19 | 0.1
- C[C@@H]1CCCCO[C@@H](CN(C)S(=O)(=O)c2cn(C)cn2)[C@H](C)CN([C@@H](C)CO)C(=O)c2cc(NC(=O)Cc3ccccc3)ccc2O1
    -9 | -3 | 24 | 0.0
- CCC(=O)Nc1ccc2c(c1)C(=O)N(C)C[C@H](OC)[C@H](C)CN(Cc1nccs1)[C@H](C)CO2
    . | . | 32 | 1.8
- C[C@H](CO)N1C[C@H](C)[C@H](CN(C)Cc2ccc(Oc3ccccc3)cc2)Oc2ccc(NC(=O)Nc3cccc4ccccc34)cc2C1=O
    -65 | 9 | 123* | -3.3
- O=C(C[C@@H]1C[C@H]2c3cc(NC(=O)c4ccc5c(c4)OCO5)ccc3O[C@H]2[C@@H](CO)O1)NCc1ccccn1
    18 | 2 | 15 | -1.0
- C[C@@H]1CN([C@@H](C)CO)C(=O)c2c(c3ccccc3n2C)-c2ccccc2CO[C@@H]1CN(C)S(C)(=O)=O
    -19 | . | 40 | -0.2
- C[C@H](CO)N1C[C@H](C)[C@@H](CN(C)S(=O)(=O)c2ccccc2)Oc2ccc(NC(=O)c3ccncc3)cc2C1=O
    -6 | -1 | 22 | -0.2
- C[C@@H]1CN([C@H](C)CO)C(=O)Cc2cc(NC(=O)Cc3cn(C)c4ccccc34)ccc2O[C@H]1CN(C)C(=O)NC1CCCCC1
    -49 | 2 | 13 | 0.2
- O=S(=O)(N[C@H]1CC[C@@H](CCn2cc(-c3cccnc3)nn2)O[C@H]1CO)c1ccccc1
    21 | -1 | 9 | 3.0
- C[C@@H]1CN([C@H](C)CO)C(=O)c2cc(-c3ccccc3F)cnc2O[C@@H]1CN(C)C(=O)C1CCCCC1
    -21 | -1 | -113 | -2.2
- C[C@@H]1CN([C@H](C)CO)C(=O)c2cc(C3=CCCC3)cnc2O[C@@H]1CN(C)C(=O)Nc1cccc(F)c1
    -5 | 8 | . | -1.3
- C[C@@H]1CN([C@H](C)CO)S(=O)(=O)c2ccc(-c3cccnc3)cc2O[C@@H]1CN(C)CC1CCOCC1
    18 | 1 | . | -1.8
- CN1C(=O)c2cc(NC(=O)C3CCOCC3)ccc2OC[C@H]2O[C@@H](CC(=O)NCC3CC3)CC[C@@H]21
    1 | -2 | 19 | 5.2
- COc1ccc(NC(=O)N2CCC3(CC2)CN(CC2CC2)[C@H](CO)c2c3c3ccc(OC)cc3n2C)cc1
    -85* | 4 | . | 0.3
- O=C(NC1CCCC1)[C@@H]1N[C@@H]2c3ccc(-c4cccc(F)c4)c(=O)n3C[C@@H]2[C@H]1CO
    22 | 5 | . | 6.4

(list continues)
Values run as follows: Pf Dd2 inh | C diff HTS | Tcruzi prolif | KDM4C inh
- O=C(C[C@H]1CC[C@@H]2[C@H](COC[C@H](O)CN2Cc2ccncc2)O1)NCc1ccccc1Cl
    24 | 7&-4 | . | 5.6
- C[C@H]1CCCCO[C@H](CN(C)C(=O)c2ccncc2)[C@@H](C)CN([C@@H](C)CO)C(=O)c2cc(NS(=O)(=O)c3ccccc3)ccc2O1
    -22 | . | -47 | -0.8
- C[C@@H]1CN([C@@H](C)CO)C(=O)c2cc(NS(=O)(=O)c3ccc(Cl)cc3)ccc2O[C@H]1CN(C)CC1CCCCC1
    29 | 7 | 19 | 0.6
- CCCNC(=O)N(C)C[C@@H]1Oc2ncc(C#C[C@@H](C)O)cc2C(=O)N([C@H](C)CO)C[C@@H]1C
    18 | -1 | 18 | 2.3
- C[C@H](CO)N1C[C@H](C)[C@@H](CN(C)Cc2ccc(C(F)(F)F)cc2)OCCCC[C@H](C)Oc2ccc(NC(=O)NC3CCCCC3)cc2C1=O
    -19 | -2 | 55 | -0.3
- O=C(CC(F)(F)F)N1C[C@H]2[C@@H](c3ccccc31)[C@H](CO)N2C(=O)Cc1cccnc1
    5 | 0 | -9 | 3.9
- COc1ccc(S(=O)(=O)N(C)C[C@H]2Oc3c(NC(=O)C4CCOCC4)cccc3C(=O)N([C@H](C)CO)C[C@H]2C)cc1
    4 | . | 78 | 0.3
- COc1ccc(CN(C)C[C@H]2OCCCC[C@H](C)Oc3ccc(NC(=O)Nc4ccc(OC)cc4)cc3C(=O)N([C@H](C)CO)C[C@H]2C)cc1
    -61 | . | 106* | 8.4
- COc1cccc(-c2cnc3c(c2)C(=O)N([C@@H](C)CO)C[C@@H](C)[C@@H](CN(C)Cc2ccccc2)O3)c1
    9 | 1 | 61 | -1.4
- C[C@@H]1CN([C@@H](C)CO)C(=O)c2cccc(NC(=O)Nc3ccccc3)c2O[C@@H]1CN(C)S(=O)(=O)c1cn(C)cn1
    -9 | -3 | 17 | 4.0
- Cc1cccc(-c2ccc([C@H]3[C@@H](CO)N4CCCCN(C(=O)c5ccncc5)C[C@H]34)cc2)c1
    23 | -4 | ? | -1.6
- CCCN(C)C[C@H]1Oc2cc(C#Cc3cccc(OC)c3)ccc2S(=O)(=O)N([C@H](C)CO)C[C@H]1C
    -36 | 33 | . | 1.2
- O=C(C1CCOCC1)N1[C@H](CO)[C@H]2c3ccccc3NC[C@H]21
    -13 | 2 | 16 | -1.4
- CO[C@H]1CN(C)C(=O)c2cc(NC(=O)C3CCC3)ccc2OC[C@@H](C)N(Cc2ccncc2)C[C@@H]1C
    -3 | 2 | 28 | 2.6
- O=C(C[C@@H]1CC[C@H]2[C@@H](COC[C@@H](O)CN2CC2CCOCC2)O1)NCC1CC1
    . | 0&-7 | 8 | -0.1

Among those listed so far, these contain a Cl atom.
Values run as follows: Pf Dd2 inh | C diff HTS | Tcruzi prolif | KDM4C inh
- O=C(C[C@H]1CC[C@@H]2[C@H](COC[C@H](O)CN2Cc2ccncc2)O1)NCc1ccccc1Cl
    24 | 7&-4 | . | 5.6
- C[C@@H]1CN([C@@H](C)CO)C(=O)c2cc(NS(=O)(=O)c3ccc(Cl)cc3)ccc2O[C@H]1CN(C)CC1CCCCC1
    29 | 7 | 19 | 0.6

Next section:
Values run as follows: Pf Dd2 inh | C diff HTS | Tcruzi prolif | KDM4C inh
- O=C(Cc1ccccc1)N[C@@H]1CC[C@H](CC(=O)N2CCOCC2)O[C@H]1CO
    15 | . | -10 | -0.3
- C/C=C/c1ccc([C@H]2[C@H](CO)N3CCCCN(S(=O)(=O)c4ccc(F)cc4)C[C@@H]23)cc1
    1 | 38 | 111* | 0.3
- COc1ccc(NC(=O)N(C)C[C@H]2Oc3ccc(NC(=O)NC(C)C)cc3C(=O)N([C@H](C)CO)C[C@H]2C)cc1
    10 | -6 | . | -0.5
- CO[C@@H]1CN(C)C(=O)c2cc(NC(C)=O)ccc2OC[C@H](C)N(CC2CCCCC2)C[C@H]1C
    -10 | 3 | 16 | 0.6
- COc1ccc(S(=O)(=O)N(C)C[C@H]2OCc3cnnn3CCCC(=O)N([C@H](C)CO)C[C@@H]2C)cc1
    27&-4 | -4&1 | -22&40 | -0.5
- C[C@H]1CN([C@@H](C)CO)C(=O)c2cc(NC(=O)CCN3CCOCC3)ccc2O[C@H]1CN(C)Cc1ccncc1
    3 | -1 | 16 | 1.3
- C[C@@H]1CN([C@H](C)CO)C(=O)Cc2cc(NC(=O)c3ccncc3)ccc2O[C@H]1CN(C)Cc1ccc(-c2ccccc2)cc1
    -5 | -5 | ? | 0.0
- COc1ccc(CN(C)C[C@H]2OCCCC[C@H](C)Oc3ccc(NC(=O)Nc4ccccc4)cc3C(=O)N([C@@H](C)CO)C[C@@H]2C)cc1
    25 | 4 | 106 | -1.9
- C[C@H](CO)N1C[C@H](C)[C@@H](CN(C)C(=O)CN(C)C)Oc2cc(C#Cc3ccccc3)ccc2S1(=O)=O
    -83* | 4 | ? | -0.1
- C[C@@H]1CN([C@@H](C)CO)C(=O)c2cc(NC(=O)CCN3CCOCC3)ccc2O[C@H]1CN(C)S(=O)(=O)c1ccc(F)cc1
    0 | -1 | 33 | 0.3
- O=C(C[C@@H]1CC[C@H](NC(=O)c2cccc(F)c2)[C@@H](CO)O1)Nc1nccs1
    -8 | . | -22 | 0.6
- CCS(=O)(=O)N1CCC2(CC1)CN(Cc1ccccc1OC)[C@H](CO)c1c2c2ccc(OC)cc2n1C
    -54 | 0 | . | -1.2
- CC(=O)N1CC(=O)N2[C@H](C1)[C@@H](c1ccc(-c3ccc(C)cc3)cc1)[C@@H]2CO
    18 | -19 | . | -0.8
- C[C@@H]1CN([C@H](C)CO)C(=O)c2cc(C#CC3CCCC3)cnc2O[C@H]1CN(C)C(=O)C1CCCCC1
    -54 | -1 | 30 | -2.4
- C[C@H](CO)N1C[C@H](C)[C@H](CN(C)C(=O)Nc2cccc3ccccc23)OCCCC[C@H](C)Oc2ccc(N(C)C)cc2C1=O
    -59 | -12 | 59 | -1.3

Two compounds drawn at random from those above:
Values run as follows: Pf Dd2 inh | C diff HTS | Tcruzi prolif | KDM4C inh
- CCS(=O)(=O)N1CCC2(CC1)CN(Cc1ccccc1OC)[C@H](CO)c1c2c2ccc(OC)cc2n1C
    -54 | 0 | . | -1.2
- CO[C@@H]1CN(C)C(=O)c2cc(NC(C)=O)ccc2OC[C@H](C)N(CC2CCCCC2)C[C@H]1C
    -10 | 3 | 16 | 0.6

Next records:
Values run as follows: Pf Dd2 inh | C diff HTS | Tcruzi prolif | KDM4C inh
- C[C@@H]1CN([C@@H](C)CO)S(=O)(=O)c2ccc(C#CC3CC3)cc2O[C@H]1CN(C)Cc1ccccc1
    -52 | 1 | 120* | 0.8
- COc1ccc(S(=O)(=O)Nc2ccc3c(c2)C(=O)N([C@@H](C)CO)C[C@H](C)[C@@H](CN(C)Cc2ccc(C(=O)O)cc2)OCCCC[C@H](C)O3)cc1
    30 | -9 | 94 | 0.2
- C[C@H](CO)N1C[C@H](C)[C@H](CN(C)C)Oc2ccc(NS(C)(=O)=O)cc2CC1=O
    4 | 2 | 34 | 1.2
- O=C(C1CCOCC1)N1[C@@H]2CNc3ccccc3[C@@H]2[C@@H]1CO
    -19 | 3 | -7 | 1.9
- Cc1ccc(S(=O)(=O)N(C)C[C@H]2Oc3ccc(NS(=O)(=O)c4cccs4)cc3C(=O)N([C@H](C)CO)C[C@H]2C)cc1
    8 | -3 | 53 | 1.2

High-throughput results deposited in PubChem by Broad Institute.
